# Bioassay records deposited in PubChem by The Scripps Research Institute Molecular Screening Center.
# MITF inh: MITF inhibitors, primary screen, biochemical, AlphaScreen, human; Microphthalmia-associated transcription factor (Homo sapiens), O75030; AlphaScreen MITF homodimerization, bead proximity signal; inhibition, % at 2.6 µM; 650,000 compounds, 0.91% hits; AID 1259374, 2018; in the data active means inhibition above about 50%;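 further: 0% = vehicle wells with protein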
# Target sequence (O75030 whole entry, looked up): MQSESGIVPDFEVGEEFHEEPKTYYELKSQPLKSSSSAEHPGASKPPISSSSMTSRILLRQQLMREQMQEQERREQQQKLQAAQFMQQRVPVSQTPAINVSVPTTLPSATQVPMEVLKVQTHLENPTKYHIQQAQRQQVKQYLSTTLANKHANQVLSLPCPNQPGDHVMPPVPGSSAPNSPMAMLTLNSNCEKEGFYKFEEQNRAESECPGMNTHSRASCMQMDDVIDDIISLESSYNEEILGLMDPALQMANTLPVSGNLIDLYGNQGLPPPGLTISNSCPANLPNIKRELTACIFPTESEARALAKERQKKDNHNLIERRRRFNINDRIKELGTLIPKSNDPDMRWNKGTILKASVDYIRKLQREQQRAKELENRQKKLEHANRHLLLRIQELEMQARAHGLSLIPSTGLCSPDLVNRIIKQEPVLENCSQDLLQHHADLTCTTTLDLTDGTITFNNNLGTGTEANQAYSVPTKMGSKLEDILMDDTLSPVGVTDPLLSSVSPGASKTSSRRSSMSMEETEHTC
# FBW7 activator: FBW7 E3 ligase activators, primary screen, biochemical, AlphaScreen, human | F-box/WD repeat-containing protein 7 (Homo sapiens), Q969H0 | AlphaScreen FBW7–phospho-cyclin E peptide binding, activator screen | normalized activity (activation), % at 26.1 µM | 650,000 compounds, 0.13% hits; in the data active means normalized activity above about 1.9%;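 further: purified mutant Fbw7 with reduced substrate affinity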
# GPR151 activ: activators of human GPR151, primary screen, cell-based, PathHunter beta-arrestin, luminescence | activation, % at 11.2 µM | G-protein coupled receptor 151 (Homo sapiens), Q8TDV0 | PathHunter beta-arrestin GPR151 cells | 650,000 compounds, 1% hits; in the data active means activation above about 4.9%;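 further: 0% = median of compound wells and 100% = cells with positive control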
# Target sequence (Q8TDV0 whole entry, looked up): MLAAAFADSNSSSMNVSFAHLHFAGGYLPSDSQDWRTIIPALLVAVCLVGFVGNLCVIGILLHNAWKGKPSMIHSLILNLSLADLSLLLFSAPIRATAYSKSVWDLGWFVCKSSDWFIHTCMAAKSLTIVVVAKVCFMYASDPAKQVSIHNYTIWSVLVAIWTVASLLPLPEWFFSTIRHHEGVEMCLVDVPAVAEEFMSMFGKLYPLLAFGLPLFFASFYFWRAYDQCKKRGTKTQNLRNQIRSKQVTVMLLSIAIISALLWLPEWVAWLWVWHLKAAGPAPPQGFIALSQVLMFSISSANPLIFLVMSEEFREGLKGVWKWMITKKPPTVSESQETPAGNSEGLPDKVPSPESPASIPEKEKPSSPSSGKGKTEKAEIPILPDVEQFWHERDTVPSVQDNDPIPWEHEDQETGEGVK
# TEAD-YAP block: TEAD-YAP interaction inhibition, primary screen, TEAD-YAP interaction inhibitor project, luminescence, HEK-TIYL cells. TEAD-Gal4/YAP UAS-luciferase luminescence. inhibition, % at 9.12 µM. 640,000 compounds, 1.4% hits; in the data active means inhibition above about 32%;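 further: 0% = median of test compound wells and 100% = reference inhibitor wells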
# An asterisk follows results filed as active; & = joins results of further samples.
# The opening 2 entries as a preview:
# Keys: A = MITF inh; B = FBW7 activator; C = GPR151 activ; D = TEAD-YAP block
> O=C(Cn1c(=O)oc2ccccc21)N1CCN(Cc2ccc3c(c2)OCO3)CC1
  A: 16 | B: 0.3 | C: 0.5 | D: -5

> O=[N+]([O-])c1ccc(-c2nc(C=Nc3ccc(F)cc3)c(O)o2)cc1
  A: 16 | B: 0.3 | C: -0.8 | D: 3

# Results, previewed entries included:
# Keys: A = MITF inh; B = FBW7 activator; C = GPR151 activ; D = TEAD-YAP block
> O=C(Cn1c(=O)oc2ccccc21)N1CCN(Cc2ccc3c(c2)OCO3)CC1
  A: 16 | B: 0.3 | C: 0.5 | D: -5

> O=[N+]([O-])c1ccc(-c2nc(C=Nc3ccc(F)cc3)c(O)o2)cc1
  A: 16 | B: 0.3 | C: -0.8 | D: 3

> CC12CN(C(=O)c3cccc([N+](=O)[O-])c3)C3(C#N)CC1CCC23C (stereo not given)
  A: 20 | B: 0.1 | C: -0.5 | D: 4

> Cc1ccc(NCc2nnc3n2CCCCC3)cc1
  A: -2 | B: 0.1 | C: 2.2 | D: 2

> Cc1ccccc1OCC(=O)NNC(=O)CN1C(=O)c2ccccc2C1=O
  A: 8 | B: 0.1 | C: 1.8 | D: 8

> COc1cc(OC)c(OC)cc1/C=N\N1CCN(c2ccccn2)CC1
  A: 8 | B: -0.2 | C: 1.1 | D: 11

> Clc1cccc(N2CCN(CCNc3nc4ccccc4n4cnnc34)CC2)c1
  A: 8 | B: 0.1 | C: 0.9 | D: -4

> NC(=O)c1ccc(NC(=O)COC(=O)c2cc([N+](=O)[O-])ccc2NCc2ccccc2)cc1
  A: 7 | B: -0.1 | C: -1.2 | D: 2

> CC(C)(C)NCC(O)COc1cccc2c1CCCC2=O (stereo not given)
  A: 2&-23&-8 | B: 1.1&0.0&-0.1 | C: 0.1&-0.8&-1.3 | D: 14

> O=C(NC1CC1)c1ccccc1N=Cc1c(O)[nH]c(=O)[nH]c1=O
  A: 17 | B: -0.1 | C: -0.6 | D: 8

> CS(=O)(=O)N(CC(=O)Nc1ccc(F)cc1)c1ccc(Br)cc1
  A: -11 | B: -0.2 | C: 2.5 | D: -6

> CC(C)c1ccc(NC(=O)C2C3C=CC4(O3)C2C(=O)N(C(C)c2ccccc2)C4C(=O)NC2CCCCC2)cc1 (stereo not given)
  A: -4 | B: -0.1 | C: 0.5 | D: 6

> CC(NC(=O)COC(=O)c1ccc(CO)cc1)C1CC2CCC1C2 (stereo not given)
  A: 7 | B: 0.3 | C: 0.9 | D: 2

> COc1ccc(Cn2nnnc2C(c2ccc(OC)cc2)N2CCC(C(N)=O)CC2)cc1 (stereo not given)
  A: -3 | B: 0.0 | C: -0.1 | D: 2

> COc1ccc(NC(=O)Nc2cnn(Cc3ccc(Br)cc3)c2)c(OC)c1
  A: 14 | B: 0.1 | C: 2.5 | D: 8

# Entries of single compounds from above. Order of screens: MITF inh | FBW7 activator | GPR151 activ | TEAD-YAP block
# `CC12CN(C(=O)c3cccc([N+](=O)[O-])c3)C3(C#N)CC1CCC23C` (stereo not given) reads 20 | 0.1 | -0.5 | 4
# `CS(=O)(=O)N(CC(=O)Nc1ccc(F)cc1)c1ccc(Br)cc1` reads -11 | -0.2 | 2.5 | -6

# Remaining list, next part
# Keys: A = MITF inh; B = FBW7 activator; C = GPR151 activ; D = TEAD-YAP block
> CCOC(=O)CC(=O)CSc1nc2sc(C(=O)OCC)c(C)c2c(=O)n1Cc1cccc(Cl)c1
  A: 11 | B: 1.5 | C: 0.6 | D: -10

> CC1(c2ccccc2)CC(C)(C)N(C(=O)c2ccc(-c3ccccc3)cc2)c2ccccc21 (stereo not given)
  A: 13 | B: 0.3 | C: 2.0 | D: 3

> CC(C)Cn1c(=O)c2ccc(C(=O)NC(C)C)cc2n2c(SCC(=O)NC(C)C)nnc12
  A: -8 | B: 0.0 | C: -0.6 | D: 4

> CCOC(=O)C1CCN(C(=O)CNS(=O)(=O)c2cccs2)CC1
  A: -6 | B: -0.1 | C: 0.9 | D: -1

> COC(=O)Cn1c(=O)c2c(nc(-n3nc(C)cc3C)n2CCc2ccccc2)n(C)c1=O
  A: -7 | B: 0.1 | C: 1.8 | D: -6

> O=C(COC(=O)c1cnccn1)c1ccc2c(c1)CCCC2
  A: 1 | B: 0.3 | C: 0.7 | D: 1

> Cc1ccccc1C(=O)Nc1nn[nH]n1
  A: -31 | B: -0.1 | C: -0.1 | D: 4

> COc1ccc(Br)cc1C1C2=C(CC(C)(C)CC2=O)N(CCN2CCOCC2)C2=C1C(=O)CC(C)(C)C2
  A: -1 | B: 0.2 | C: 0.2 | D: -2

> O=C(CCCN1C(=O)c2ccccc2C1=O)Nc1cccnc1
  A: 12 | B: 0.3 | C: -0.1 | D: -3

> Cc1ccc(C(=O)CSc2nnnn2-c2cccnc2)cc1C
  A: 12 | B: 0.2 | C: 0.0 | D: 0

> FC(F)(F)c1cccc(-n2cc(-c3ccccc3)c3c(NCc4ccco4)ncnc32)c1
  A: -12 | B: 0.0 | C: 1.0 | D: 2

> NC(=O)CCC(N)C(=O)O (stereo not given)
  A: 17&10&2 | B: 0.0&0.0&-0.2 | C: -0.8&-0.1&2.2 | D: 3&-2&-3

> CCOc1ccc(S(=O)(=O)Nc2cccc(C(=O)OC)c2C)cc1
  A: -12 | B: 0.3 | C: -0.5 | D: -2

> O=C(Nc1cc(-c2ccncc2)ccc1OCCN1CCCC1)C1COc2ccc(F)cc2C1 (stereo not given)
  A: 3 | B: -0.4 | C: -0.7 | D: -5

> CCOC(=O)C1=C(N)OC2=C(C(=O)CC(C)(C)C2)C1c1cc(OC)c(OC)c(OC)c1 (stereo not given)
  A: 20 | B: 0.1 | C: -1.9 | D: 6

> CCOC(=O)C1=C(C)N=c2s/c(=C\c3ccc(OCc4ccccc4)c(OC)c3)c(=O)n2C1c1ccccc1 (stereo not given)
  A: 27 | B: 0.0 | C: 2.6 | D: 1

> COCCN1C(=O)c2ccccc2C(C(=O)N2CCOCC2)C1c1ccc(F)cc1 (stereo not given)
  A: 12 | B: 0.1 | C: -0.2 | D: 11

> Cc1ccc(NC(=O)C2C3CC/C=C\CCC32)cc1 (stereo not given)
  A: -1 | B: 0.1 | C: -0.9 | D: -21

> Nc1nc(NCCOc2ccccc2)cc(N2CCCC2CO)n1 (stereo not given)
  A: -3 | B: 0.1 | C: 1.0 | D: -5

> CC1CCc2nc(NC(=O)CSc3ccccc3)sc2C1 (stereo not given)
  A: 6 | B: 0.1 | C: 1.6 | D: -43

> CCC(C)NC(=O)c1ccccc1SC (stereo not given)
  A: -11 | B: -0.1 | C: 1.3 | D: 7

> Nn1cnn2c(SCC(=O)N3c4ccccc4Sc4ccccc43)nnc12
  A: 1 | B: -0.2 | C: -1.1 | D: 1

> COc1ccc(C(C)=O)cc1CN1C(=O)C(C)Oc2ccccc21 (stereo not given)
  A: 19 | B: 0.1 | C: -0.9 | D: 2

> CC(=O)NC(NC(C)=O)c1ccc(Br)cc1
  A: 11 | B: 0.1 | C: -0.7 | D: 8

> O=C(NCCNC1CCCCC1)c1cccs1
  A: 12 | B: -0.2 | C: -0.6 | D: -1

> CC1=CC(C2CC(=O)N(c3ccc(C)cc3)C2=O)CC2C(=O)N(c3ccc(C)cc3)C(=O)C12 (stereo not given)
  A: 5 | B: 0.2 | C: 0.6 | D: 1

> Cc1ccc(NC(=O)CN(C)C(=O)CCC(=O)c2cccs2)cc1
  A: -9 | B: 0.0 | C: 0.4 | D: -20

> C/C(=N\NC(=O)/C(=C\c1ccc(F)cc1)NC(=O)c1ccccc1)c1ccccc1O
  A: 0 | B: 0.0 | C: 0.8 | D: -11

> CCc1ccccc1N(CC(=O)Nc1ccccc1C(N)=O)S(=O)(=O)c1ccccc1
  A: -6 | B: -0.2 | C: -0.2 | D: 1

> CC1CCc2sc3ncnc(N4CCN(c5ccccn5)CC4)c3c2C1 (stereo not given)
  A: -7 | B: 0.0 | C: -1.0 | D: 6

> CN1C(=O)c2ccccc2C(C(=O)O)C1c1cccc(Oc2ccccc2)c1 (stereo not given)
  A: 17 | B: 0.2 | C: 0.9 | D: -4

> CCCSc1nnc2c(n1)OC(c1ccc(OCC)c(OC)c1)Nc1ccccc1-2 (stereo not given)
  A: 9 | B: -0.1 | C: 2.0 | D: -71

> CCN(CC)CCCN1C(=O)C(O)=C(C(C)=O)C1c1ccc(OC)cc1OC (stereo not given)
  A: 9 | B: 0.0 | C: 1.2 | D: -9

> COc1ccc(OCC(=O)Nc2ccc(N3CCN(S(C)(=O)=O)CC3)cc2)cc1
  A: 2 | B: 0.0 | C: -0.9 | D: -3

> Cc1cccc(OCC(=O)NC23CC4CC(CC(C4)C2)C3)c1
  A: -4 | B: -0.1 | C: 0.1 | D: -24

> O=C(O)COc1ccc(/C=N/Nc2ccccn2)cc1
  A: -4 | B: -0.6 | C: -6.7 | D: -37

> c1ccc(CNc2ccnc(NCc3ccc4c(c3)OCO4)n2)cc1
  A: -8 | B: -0.1 | C: 3.0 | D: -1

> Cc1ccc(NC(=O)CSc2n[nH]c(=O)n2CC2CCCO2)cc1C (stereo not given)
  A: -4 | B: 0.3 | C: 0.7 | D: 2

> Cc1cccc(NC(=O)CSc2nc3ccc(NC(=O)c4ccccc4C(=O)N4CCCC4)cc3s2)c1C
  A: 10 | B: -0.1 | C: -1.2 | D: 3

> O=C(O)c1ccc(Oc2ccc(NC(=O)C3CCCCC3)cc2)cc1C(=O)O
  A: 18 | B: 0.0 | C: 0.2 | D: 11

> N[C@H](Cc1cccc(F)c1)c1nc2ccc(-c3ccncc3)cc2[nH]1
  A: 7 | B: -1.2 | C: -0.4 | D: -1

> CC1(C2CCN(Cc3ccc(CN4CCCCC4)s3)CC2)NC(=O)NC1=O (stereo not given)
  A: 6 | B: 0.1 | C: -0.8 | D: 3

> Cc1c(Cc2ccc3c(c2)OCO3)sc(NC(=O)CN2CC(=O)C(=O)C2)c1C(N)=O
  A: 1 | B: -0.1 | C: 0.8 | D: 16

> Cn1c(=O)c2c(nc(SCC(=O)NCc3ccco3)n2Cc2ccccc2)n(C)c1=O
  A: 15 | B: 0.2 | C: -0.7 | D: -2

> CC(C#N)Sc1ncnc2sccc12 (stereo not given)
  A: -4 | B: -0.1 | C: -1.3 | D: -2

# Given as tab-separated lines: part of the list above.
Molecule	MITF inh	FBW7 activator	GPR151 activ	TEAD-YAP block
O=C(O)c1ccc(Oc2ccc(NC(=O)C3CCCCC3)cc2)cc1C(=O)O	18	0.0	0.2	11
N[C@H](Cc1cccc(F)c1)c1nc2ccc(-c3ccncc3)cc2[nH]1	7	-1.2	-0.4	-1
CC1(C2CCN(Cc3ccc(CN4CCCCC4)s3)CC2)NC(=O)NC1=O (stereo not given)	6	0.1	-0.8	3
Cc1c(Cc2ccc3c(c2)OCO3)sc(NC(=O)CN2CC(=O)C(=O)C2)c1C(N)=O	1	-0.1	0.8	16
Cn1c(=O)c2c(nc(SCC(=O)NCc3ccco3)n2Cc2ccccc2)n(C)c1=O	15	0.2	-0.7	-2
CC(C#N)Sc1ncnc2sccc12 (stereo not given)	-4	-0.1	-1.3	-2

# The results go on:
# Keys: A = MITF inh; B = FBW7 activator; C = GPR151 activ; D = TEAD-YAP block
> Cc1nn(C)c(C)c1NC(=O)c1ccc([N+](=O)[O-])cc1
  A: -16 | B: -0.2 | C: 0.8 | D: 1

> O=S(=O)(CCN1CCc2nc(-c3cccnc3)nc(N3CCCC3)c2C1)c1ccccc1
  A: 5 | B: 0.2 | C: 8.4* | D: 11

> Cc1cc(C(=O)NCc2cccnc2)n(-c2ccccc2)n1
  A: 0 | B: -0.1 | C: 0.6 | D: 1

> CC(C)CC(=O)NNC(=O)c1c(O)c2ccccc2n(C)c1=O
  A: 5 | B: -0.3 | C: -0.1 | D: 2

> COc1ccccc1OC(=O)C1CC(=O)N(c2ccc(Cl)cc2)C1 (stereo not given)
  A: 8 | B: 0.1 | C: -0.1 | D: 4

> CCN1CCN(C(=S)Nc2ccc(F)cc2)CC1
  A: 3 | B: 0.0 | C: 0.4 | D: 1

> O=C(CSc1ccc2nnc(-c3cccnc3)n2n1)Nc1nccs1
  A: -13 | B: 0.1 | C: -1.6 | D: -10

> Cc1cccc(NC=C2C(=O)OC(C)(C)OC2=O)n1
  A: -4 | B: 0.1 | C: 1.0 | D: -2

> O=C(c1n[nH]c(=O)c2ccccc12)N1CCCCCC1
  A: 17 | B: 0.1 | C: 5.6* | D: 0

> Cc1ccccc1N1C(=O)/C(=C/c2ccc([N+](=O)[O-])cc2)C=C1c1ccccc1
  A: 7 | B: -0.1 | C: -0.3 | D: -3

> CCc1c(C)nc(SCC(=O)c2ccc(C(=O)CSc3nc(C)c(CC)c(C)c3C#N)cc2)c(C#N)c1C
  A: 8 | B: 0.2 | C: -0.7 | D: 6

> COc1ccc(-c2noc(CN3CCSCC3)n2)cc1
  A: 11 | B: 0.0 | C: -0.1 | D: -61

> COc1ccccc1CC(=O)O/N=C(\N)c1ccc([N+](=O)[O-])cc1
  A: 7 | B: -0.3 | C: -1.9 | D: -2

> COc1cc(C2=N/C(=C\c3sccc3C)C(=O)O2)cc(OC)c1OC
  A: 3 | B: 0.0 | C: 1.0 | D: -6

> O=C(NCCCN1CCCC1=O)c1cccc(-c2ccc(C(=O)NC3CC3)cc2)c1
  A: 14 | B: 0.0 | C: 6.1* | D: -8

> CC(C)C(NC(=O)CN(c1ccc(F)c(Cl)c1)S(C)(=O)=O)C(C)C
  A: 13 | B: 0.2 | C: -1.6 | D: 2

> C/C(Cl)=C/Cn1c(NN)nc2c1c(=O)[nH]c(=O)n2C
  A: -4 | B: 0.2 | C: -0.1 | D: -2
